Screens deposited in PubChem BioAssay by National Center for Advancing Translational Sciences (NCATS).
D1 agonist: activates the human D1 dopamine receptor. activation, % at 2 µM. AID 504660. HEK293 T-REx D1 cells, calcium flux, agonist mode. actives 1% (n = 360,000); in the data active means activation above about 30%; further: 0% is about no effect
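Agonism was scored from calcium flux recorded over 180 s (1 read/s) after pintool compound addition, following a 10-cycle baseline. Cells were inducible force-coupled HEK293 TREx D1, plated overnight at 30 C and loaded with no-wash calcium dye.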
TRHR PAM: allosteric enhancers of human TRH receptor; TRHR cells, fluo-8 calcium fluorescence, EC20 TRH enhancement; P34981; actives 0.66% (n = 360,000); AID 493056; enhancement, % at 2 µM; in the data active means enhancement above about 30%; further: 0% is about no effect
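TRHR-expressing cells loaded with fluo-8 calcium dye were read kinetically (ex 480/em 530) during compound addition, then stimulated with an EC20 of TRH (10 nM final). Enhancement of the Gq-mediated intracellular calcium response was scored.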
RXFP1 agonist: activates the human relaxin receptor RXFP1; HEK293T-RXFP1 cAMP TR-FRET, 30 min; response scale: percent of porcine relaxin response, buffer zero; Potency, µM (doses to about 57.5 µM), for the others: at the highest dose activation, hits mostly activators; actives 0.3% (n = 370,000); AID 2676; active means well fitted activation curve with a large enough effect; inconclusive means small, poorly fitted or top-dose-only effect; further: potency means the concentration at half of the fitted maximal effect; on the % scale 0 is the no-effect control and ±100 the full control effect; nearly all actives have a fitted effect of over 60% in size; many of its hits are not listed in these tables
Target sequence (Q9HBX9 whole entry, looked up): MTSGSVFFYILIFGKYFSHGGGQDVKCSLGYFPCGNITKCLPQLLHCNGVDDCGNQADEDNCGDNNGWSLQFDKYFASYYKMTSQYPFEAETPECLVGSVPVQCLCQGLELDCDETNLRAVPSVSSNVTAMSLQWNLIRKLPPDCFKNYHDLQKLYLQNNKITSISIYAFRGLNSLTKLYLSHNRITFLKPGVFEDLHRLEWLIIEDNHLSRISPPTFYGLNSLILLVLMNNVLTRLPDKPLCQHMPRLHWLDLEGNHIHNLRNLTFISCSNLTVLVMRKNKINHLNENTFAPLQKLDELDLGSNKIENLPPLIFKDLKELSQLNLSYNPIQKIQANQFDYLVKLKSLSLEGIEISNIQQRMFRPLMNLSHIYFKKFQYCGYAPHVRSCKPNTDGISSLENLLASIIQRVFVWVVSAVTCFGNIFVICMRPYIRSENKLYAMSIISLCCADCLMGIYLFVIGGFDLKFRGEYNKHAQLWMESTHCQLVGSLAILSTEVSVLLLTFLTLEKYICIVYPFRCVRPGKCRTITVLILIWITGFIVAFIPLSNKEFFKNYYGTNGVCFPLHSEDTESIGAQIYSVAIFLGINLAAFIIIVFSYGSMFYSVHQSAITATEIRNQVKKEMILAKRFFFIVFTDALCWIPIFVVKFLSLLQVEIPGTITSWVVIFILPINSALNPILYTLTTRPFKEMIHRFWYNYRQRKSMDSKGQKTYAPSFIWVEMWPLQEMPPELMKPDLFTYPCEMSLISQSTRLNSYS
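HEK293T cells stably expressing RXFP1 were pretreated with the PDE4 inhibitor Ro 20174, exposed to compounds for 30 min at 37C, lysed, and cAMP was read by TR-FRET. Data normalized to buffer (basal) and 29 nM porcine relaxin (100%).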
D2 PAM: positively modulates the human D2 dopamine receptor allosterically; potentiation, % at 10 µM; HEK293 T-REx D2, calcium flux, EC20 dopamine potentiation; P14416; actives 0.34% (n = 340,000); AID 485347;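 active means potentiation over 3 SD above the plate norm, cut at about 30% in these data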; further: 0% is about no effect
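Potentiation of an EC20 dopamine calcium response measured kinetically over 180 s, after a preceding 180 s compound-only read flagging agonists. Cells: inducible Hek293 Trex D2 line, 4000/well, cultured overnight at 30 C before dye loading.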
D1 PAM: human D1 dopamine receptor positive modulation; P21728; HEK293 TREx D1 cells, calcium flux, dopamine EC20 potentiation; potentiation, % at 10 µM; actives 0.036% (n = 360,000); AID 504651; in the data active means potentiation above about 30%; further: 0% is about no effect
D2 antagonist: antagonizes the human D2 dopamine receptor | P14416 | HEK293 TREx D2 cells, calcium flux, dopamine EC80 | inhibition, % at 10 µM | actives 2% (n = 340,000); in the data active means inhibition above about 30%; further: 0% is about no effect
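Cells plated overnight at 30 C with tetracycline; no-wash calcium dye, 30–90 min RT; 10 s baseline; compound pinned; 180 s read; EC80 dopamine added; another 180 s read.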
D2 ag: agonists of human D2 dopamine receptor; P14416; HEK293 T-REx D2 cells, calcium flux agonist mode; activation, % at 2 µM; actives 0.53% (n = 340,000); AID 485358;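 active means activation over 3 SD above normal in the single-dose calcium agonist read, cut at about 30% in these data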; further: 0% is about no effect
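Calcium-flux readout, 1 cycle/sec over 180 s following compound pin transfer, in inducible HEK293 Trex D2 cells (force-coupled); dopamine controls included. Positive calcium responses during this window marked compounds as potential agonists.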
D1 antag: blocks dopamine activation of the human D1 receptor; P21728; actives 3.2% (n = 360,000); HEK293 TREx D1 cells, calcium flux, dopamine EC80; hits give low values; AID 504652; activity change, negative = inhibition, % at 10 µM; in the data active means activity change below about -30%; further: on the % scale 0 is the no-effect control and ±100 the full control effect
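Allosteric or orthosteric antagonism assessed as attenuation of the calcium response to EC80 dopamine, added 180 s after compound, in induced HEK293 Trex D1 cells loaded with no-wash calcium dye.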
RXFP1 antag: blocks the human relaxin receptor RXFP1. Q9HBX9. HEK293-RXFP1, relaxin-stimulated cAMP HTRF, 30 min; hits give low values. activity change, negative = inhibition, % at 57.5 µM. actives 0.59% (n = 350,000). AID 1259400;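 active means activity change of -60% or lower, but not beyond a set lower limit; inconclusive means change between -60% and -40%, or beyond the set limit; inactive means change above -40%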; further: on the % scale 0 is the no-effect control and ±100 the full control effect
An asterisk follows results filed as active; ? = inconclusive; nt = no result given. Not all compounds are listed; rates above refer to the full screens.

Structure,D1 agonist,TRHR PAM,RXFP1 agonist,D2 PAM,D1 PAM,D2 antagonist,D2 ag,D1 antag,RXFP1 antag
CC1(C)Oc2ccc3ccc(=O)oc3c2/C(=C/NC2CCCCC2)C1=O,1.8,-0.4,2.6%,5.1,15.6,19.2,-0.1,6.7,-1.9
CC(C)CNC(=O)COC(=O)c1c2c(nc3ccccc13)/C(=C/c1cccs1)CC2,6.1,2.7,19.8%,15.1,0.4,-2.9,1.5,19.8,-5.1
CC(C)CN(C(=O)CN1C(=O)C2CCCCC2C1=O)c1c(N)n(Cc2ccccc2)c(=O)[nH]c1=O (stereo not given),1.9,-8.6,0.4%,nt,1.7,nt,nt,-6.8,-4.4
CCN(c1ccc(C)cc1)S(=O)(=O)c1nnc(NC(=O)C2CCCCC2)s1,22.3,13.7,1.7%,9.6,-5.7,nt,-0.2,1.1,-4.5
CCOC(=O)N1CCN(C(=O)CSc2ccccc2)CC1,1.6,-5.6,0.6%,-2.7,-7.8,9.1,0.3,-20.6,5.5
COc1ccc(Cl)cc1NC(=O)COc1ccc2c(c1)OCO2,3.5,4.8,1.6%,8.9,-3.5,7.9,1.0,-2.5,0.0
CC(=O)Nc1ccc(OCC(O)Cn2c(CO)nc3ccccc32)cc1 (stereo not given),1.4,0.0,-3.1%,4.8,-3.0,0.8,0.3,11.0,-0.1
CC(C)(C)Nc1nc(OCC#N)nc(N2CCCCC2)n1,2.8,8.4,-0.2%,10.9,-1.7,-16.8,-2.2,31.0,-8.1
Cc1cc(=O)n(Cc2c(F)cccc2Cl)c2c1c(C)nn2-c1cccc(F)c1,5.7,-4.1,2.4%,2.9,-4.3,nt,-1.0,-3.0,7.3
Cc1cccc(OCc2n[nH]c(=S)o2)c1,0.1,8.2,1.3%,0.1,8.3,11.2,0.0,7.2,-11.6
COc1ccc(CCNC(=O)CCOc2cc(C)ccc2C)cc1OC,9.7,3.4,-0.5%,-6.6,-4.2,-12.7,-0.2,13.1,-8.4
COc1ccc(/C=N\NC(=O)COc2ccccc2)c(C(=O)O)c1OC,1.2,3.4,0.0%,-9.8,-3.5,-1.2,0.7,-14.9,-5.5
CSc1nc(-c2ccccc2)nc(C(C)C)n1,-0.8,-3.3,0.5%,2.4,0.8,2.2,0.3,nt,nt
CC1CCN(S(=O)(=O)c2ccc(NC(=O)Cc3cccs3)cc2)CC1,4.8,-7.4,0.6%,-2.8,-2.8,-1.3,0.5,-15.2,25.3
COc1ccc(Nc2cc(C(=O)NCCCOC(C)C)c3ccccc3n2)c(OC)c1,0.3,-7.6,-2.2%,0.4,7.8,0.0,0.2,3.9,-3.0
Cc1ccc(C)c(NC(=O)c2ccccc2NS(=O)(=O)c2cc([N+](=O)[O-])ccc2C)c1,28.2,-8.2,-2.0%,-6.0,-11.2,6.2,14.3,-50.2*,-13.2
Cn1c(=O)oc2cc(S(=O)(=O)N3CCCC(C(=O)Nc4ccccn4)C3)ccc21 (stereo not given),0.5,7.7,4.0%,nt,-5.7,nt,nt,6.9,nt
CN(C(=O)COc1coc(CN2CCN(c3ccccc3)CC2)cc1=O)c1ccccc1,1.3,12.1,0.6%,0.1,-6.6,-17.0,5.3,-1.6,-11.8
COC(=O)C1=C(C)NC(=O)/C1=C\c1cc(C)n(-c2ccccc2C)c1C,0.2,-8.7,1.2%,3.3,-1.6,8.1,0.4,-17.4,13.8
Nc1ncc(Br)cc1S(=O)(=O)NCCC(=O)NC1CCCCC1,24.0,6.2,-1.4%,-1.1,-6.4,-9.7,0.1,-8.5,4.3
CCc1ccc(NC(=S)N(Cc2cccnc2)Cc2ccco2)cc1,2.0,-5.9,1.8%,2.2,-3.7,0.2,-0.4,-24.6,-1.1
CCCCn1c(SCC(=O)c2ccc(OCC)cc2)nc2cc(S(N)(=O)=O)ccc21,3.7,0.0,29.8%,14.3,-1.9,44.7*,0.1,-16.6,-18.6
Cc1ccccc1N1C(=O)CC(c2c[nH]c3ccccc23)C1=O (stereo not given),8.5,2.5,1.3%,4.1,9.1,-0.1,0.4,7.1,-1.5
Oc1ccc(CN2CCCCC2)nc1-c1ccccc1,2.7,3.4,-0.3%,-20.1,7.4,-13.3,-0.6,11.7,-18.5
Clc1cc(-c2ccc(/C=N/n3cnnc3)o2)ccc1Br,-1.2,14.8,-1.1%,2.3,-3.3,-6.0,-1.1,-8.3,-11.3
Cc1ccc(-c2csc(N3CCN(CCCn4c(C(F)(F)F)nc5ccccc54)CC3)n2)cc1,2.8,-0.7,-3.5%,-4.2,1.5,6.3,-1.6,-21.9,nt
C/C(=N/NC(=O)CN(c1ccccc1)S(=O)(=O)c1ccccc1)c1ccccc1O,3.5,-5.3,-1.7%,-17.2,3.0,52.1*,0.8,-4.1,-20.9
Cn1ncn2c(=O)c3c(nc12)-c1ccccc1CC31CCCC1,4.1,-8.6,1.8%,-4.2,8.2,6.5,0.4,-7.6,-11.1
FC(F)(F)c1nnc2sc(-c3cccs3)nn12,2.9,-4.1,1.8%,4.6,-1.1,-12.7,0.3,6.1,-4.9
CC(C)C[C@H](NC(=O)c1nc[nH]c1C(=O)N[C@@H](CCCCNC(=O)OC(C)(C)C)C(=O)OC(C)(C)C)C(=O)OCc1ccccc1,11.9,-6.6,1.7%,-3.8,-4.1,-9.0,-0.4,5.8,nt

Shown with values under each structure: entries from further up.
Fields: D1 agonist	TRHR PAM	RXFP1 agonist	D2 PAM	D1 PAM	D2 antagonist	D2 ag	D1 antag	RXFP1 antag
Cc1ccc(C)c(NC(=O)c2ccccc2NS(=O)(=O)c2cc([N+](=O)[O-])ccc2C)c1
 : 28.2	-8.2	-2.0%	-6.0	-11.2	6.2	14.3	-50.2*	-13.2
Cn1c(=O)oc2cc(S(=O)(=O)N3CCCC(C(=O)Nc4ccccn4)C3)ccc21 (stereo not given)
 : 0.5	7.7	4.0%	nt	-5.7	nt	nt	6.9	nt
CN(C(=O)COc1coc(CN2CCN(c3ccccc3)CC2)cc1=O)c1ccccc1
 : 1.3	12.1	0.6%	0.1	-6.6	-17.0	5.3	-1.6	-11.8
COC(=O)C1=C(C)NC(=O)/C1=C\c1cc(C)n(-c2ccccc2C)c1C
 : 0.2	-8.7	1.2%	3.3	-1.6	8.1	0.4	-17.4	13.8

Additional records.
Structure,D1 agonist,TRHR PAM,RXFP1 agonist,D2 PAM,D1 PAM,D2 antagonist,D2 ag,D1 antag,RXFP1 antag
COc1ccc(CCNC(=O)CSc2nc(C)cc(C)n2)cc1OC,8.0,1.9,2.4%,-3.8,-7.4,-7.7,-0.4,-4.1,-4.6
CC1(C)COC(c2coc3ccccc3c2=O)OC1,1.1,5.3,4.0%,10.7,-0.6,1.8,0.6,-5.2,-1.6
CCCCC(=O)Nc1nnc(S(=O)(=O)N(CC)c2ccc(OC)cc2)s1,0.7,-8.2,-0.3%,-5.6,-1.2,8.6,0.1,3.3,4.3
Fc1ccc(CN2CCN(c3ncccn3)CC2)c(F)c1,1.8,-3.5,0.4%,-24.1,-5.8,79.5*,94.9*,15.7,2.9
O=C(CSc1nc2ccccc2c(=O)n1CC1CCCO1)Nc1ccccc1Cl (stereo not given),0.7,-4.9,2.2%,-3.2,-6.1,16.9,-1.0,-7.7,3.8
Cc1ccc(NCC(=O)N=Nc2c(O)[nH]c3ccc([N+](=O)[O-])cc23)cc1,3.0,0.4,0.8%,-0.7,0.2,-7.3,-1.0,-10.5,-9.6
CC(C)Cc1c2c([nH]c(=S)c1C#N)CCCC2,0.3,1.3,26.3%,-4.3,-1.1,-3.0,-0.5,3.3,19.3
Cn1c(CBr)c(C(=O)c2ccc([N+](=O)[O-])cc2)c(=O)n(C)c1=O,1.0,0.7,19.2%,5.2,-3.5,-14.2,-0.9,-4.3,11.5
Cc1ccc(S(=O)(=O)Nc2cccc(C(=O)NCC(c3ccccc3)N(C)C)c2)cc1F (stereo not given),18.8,-11.7,1.9%,-28.2,-7.8,79.2*,0.0,3.4,16.3
COc1ccc(S(=O)(=O)NCC(=O)N(CC(=O)NCC2CCCO2)Cc2ccc(F)cc2)cc1 (stereo not given),0.9,-0.6,1.4%,nt,-0.5,4.4,-2.9,2.9,-5.1
Cc1ccc(CNC(=O)C(Cc2ccccc2)NS(=O)(=O)c2ccc(Br)s2)cc1 (stereo not given),6.1,11.3,0.8%,-2.4,-0.7,2.5,-1.9,0.2,-10.3
O=C(Cc1ccccc1)Nc1c(C(=O)N2CCOCC2)cnn1-c1ccccc1,2.0,-0.4,0.5%,-5.0,-5.0,-21.3,-0.3,42.1,-18.9
CC(C)(C)OC(=O)N1CCC(NC(=O)c2nc[nH]c2C(=O)N2CCN(C(=O)OC(C)(C)C)CC2)CC1,0.1,25.2,0.3%,1.6,0.7,-8.7,0.1,23.2,nt
COc1ccc(N(CC(=O)Nc2ccccc2C(N)=O)S(=O)(=O)c2ccc(C)c([N+](=O)[O-])c2)cc1,0.9,2.2,1.3%,-0.4,-9.9,-4.0,-0.5,2.7,-0.1
CN(C)S(=O)(=O)c1cccc(C(=O)Nc2cc(S(=O)(=O)N3CCOCC3)ccc2O)c1,0.1,-4.2,2.5%,-3.4,-5.8,0.0,0.5,-0.5,4.9
COc1ccc(S(=O)(=O)NCCS(=O)(=O)N2CCN(c3ccccc3)CC2)cc1OC,2.0,2.8,2.8%,8.0,0.2,nt,1.5,0.8,-9.9
O=C(Nc1nn[nH]n1)c1cccc(Oc2ccccc2)c1,1.3,3.0,-1.5%,-1.1,-4.4,-11.0,1.0,0.7,?
CCN(CC(=O)Nc1c(F)cccc1F)C(=O)Cc1csc(-c2ccc(OC)c(OC)c2)n1,1.1,-4.0,1.5%,0.6,5.6,0.2,0.8,-3.4,2.2
CCOC(=O)c1c(NC(=O)c2noc(C)c2[N+](=O)[O-])sc(C(C)=O)c1C,-0.2,-1.7,6.4%,3.1,-5.5,7.4,0.4,-2.0,-4.0
CCC(Sc1ncnc2c1nnn2-c1ccc(F)cc1)C(=O)OC (stereo not given),3.5,-7.7,4.2%,-0.5,-7.4,-3.5,-0.3,-3.2,-2.9
C=CCN(c1cccc(C(F)(F)F)c1)S(=O)(=O)c1cccc(C(=O)OCC(=O)NCCC)c1,7.5,9.6,-0.3%,2.3,2.7,3.9,-1.3,9.0,-12.1
CCCC(=O)Nc1ccc(C(=O)Nc2nc(CC(=O)OCC)cs2)cc1,0.6,-0.4,0.3%,10.4,-3.2,-19.0,0.6,19.0,3.4
